Bioassay records: PubChem, several laboratories
ASAP1 inh = blocks human ASAP1-stimulated Arf1 GTP hydrolysis; inhibition, % at 16.5 µM; Q9ULH1; GDP FP detection; AID 624377; actives 0.19% (n = 360,000); in the data active means inhibition above about 25%;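 further: 0% = vehicle with enzyme and substrate and 100% = no enzyme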
Target sequence (Q9ULH1 325-724 limits assumed): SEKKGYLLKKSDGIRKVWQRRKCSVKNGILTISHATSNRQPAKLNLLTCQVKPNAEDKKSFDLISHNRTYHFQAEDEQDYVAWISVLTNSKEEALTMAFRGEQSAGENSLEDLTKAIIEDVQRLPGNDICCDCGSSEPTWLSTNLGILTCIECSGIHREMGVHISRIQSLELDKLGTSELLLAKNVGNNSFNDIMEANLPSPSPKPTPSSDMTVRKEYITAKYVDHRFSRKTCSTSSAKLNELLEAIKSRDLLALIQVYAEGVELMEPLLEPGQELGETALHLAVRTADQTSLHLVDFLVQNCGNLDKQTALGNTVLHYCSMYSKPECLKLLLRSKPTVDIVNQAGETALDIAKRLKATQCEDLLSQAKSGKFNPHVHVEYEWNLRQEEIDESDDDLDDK
HTRA1 inh = HTRA1 (human) protease inhibition. Q92743. recombinant HTRA1, FP-rhodamine activity-based probe, fluorescence polarization. inhibition, % at 5.96 µM. actives 0.5% (n = 340,000); in the data active means inhibition above about 36%;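 further: 0% = enzyme with DMSO and 100% = wells lacking enzyme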
Target sequence (Q92743 whole entry, looked up): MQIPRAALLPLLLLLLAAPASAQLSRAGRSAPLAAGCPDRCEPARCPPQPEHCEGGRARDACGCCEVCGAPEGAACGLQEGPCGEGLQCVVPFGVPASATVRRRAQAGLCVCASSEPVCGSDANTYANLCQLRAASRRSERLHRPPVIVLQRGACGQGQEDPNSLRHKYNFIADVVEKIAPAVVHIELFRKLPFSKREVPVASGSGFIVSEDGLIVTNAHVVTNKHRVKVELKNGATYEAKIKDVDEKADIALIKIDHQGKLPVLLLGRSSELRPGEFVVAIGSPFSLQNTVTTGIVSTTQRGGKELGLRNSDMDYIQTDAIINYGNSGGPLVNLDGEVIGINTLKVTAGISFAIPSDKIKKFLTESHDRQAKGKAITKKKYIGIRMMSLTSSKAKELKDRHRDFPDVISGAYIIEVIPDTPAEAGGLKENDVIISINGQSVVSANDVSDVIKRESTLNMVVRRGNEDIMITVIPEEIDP
rCAG binder = r(CAG) repeat RNA binding; inhibition, % at 3 µM; TO-PRO-1 dye displacement fluorescence; actives 1.3% (n = 370,000);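 active means inhibition above the plate cutoff, the mean of all test compounds on that plate plus 3 SD, cut at about 35% in these data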;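 further: 0% = DMSO alone and 100% = 100 µM mitoxantrone as full dye displacement; higher means more dye released from RNA so lower well fluorescence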
SMARCA2 activ = SMARCA2 function activation, primary screen; actives 1% (n = 370,000); activation, % at 9.1 µM; MG213 cells, MMTV-luciferase reporter, dexamethasone, overnight; in the data active means activation above about 7.8%;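 further: 0% = vehicle wells and 100% = reference activator wells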
GC-B act = GC-B (human) receptor activation | P20594 | HEK293-GC-B cells, CNP EC30, cGMP TR-FRET; 0% at EC30 CNP, 100% saturating CNP | activation, % at 10 µM | actives 0.11% (n = 370,000) | AID 1920062;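 active means activation at 10 µM reaching about 35% in either raw or pattern-adjusted values, limit read from the data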
ARFGAP1 inhibitor = inhibitors of rat ARFGAP1; Q62848; Arfgap1-stimulated ARF1 GTP hydrolysis, GDP FP detection; inhibition, % at 16.5 µM; actives 0.26% (n = 360,000);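 active means inhibition above a per-plate limit, mean inhibition of low control wells plus 3 SD, cut at about 25% in these data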;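 further: 0% = DMSO wells with enzyme and 100% = wells lacking Arfgap1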
Target sequence (Q62848 1-136 limits assumed): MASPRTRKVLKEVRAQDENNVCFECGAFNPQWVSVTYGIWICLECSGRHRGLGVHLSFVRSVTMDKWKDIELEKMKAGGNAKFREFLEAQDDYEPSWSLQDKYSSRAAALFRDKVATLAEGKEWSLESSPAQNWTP
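Assay system: Rat Arfgap1 GAP domain (His6, aa 1-136), purified enzyme | Buffer or medium: HEPES 25 mM pH 7.5, NaCl 150 mM, MgCl2, DTT | Schedule: GTP hydrolysis reaction 2 h at 25 °C | Signal: FP of antibody-bound GDP Alexa 633 tracer, ex 620/em 688 nm | Measure: Percent inhibition of Arfgap1-stimulated GTP hydrolysis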
NPR1 activator = GC-A (human) enzyme activation. P16066. HEK293 GC-A cells, cGMP TR-FRET, EC30 ANP; 0% at EC30 ANP, 100% saturating ANP. activation, % at 10 µM. actives 0.14% (n = 370,000); in the data active means activation above about 40%
mABHD4 FP = inhibitors of mouse ABHD4; Q8VD66; purified mABHD4, FP-Rh probe fluorescence polarization; inhibition, % at 8.92 µM; actives 0.54% (n = 370,000); AID 720543;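 active means inhibition exceeding the mean over every tested compound plus 3 SD, cut at about 30% in these data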;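 further: 0% = plate median of compound wells and 100% = S159A mutant with DMSO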
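system = mouse ABHD4 enzyme, wild type | medium = HEPES pH 7.0, NaCl, Pluronic buffer | also added = FP-Rh probe | incubation = Enzyme–compound pre-incubation 45 min, then probe 60 min, both 25 °C | technique = fluorescence polarization, excitation 525 nm, emission 598 nm, BODIPY TMR filters | controls = S159A mutant high control, sample median low control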
NR1D1 modulator = modulators of human Rev-erb alpha DNA binding | AID 1259318 | activity, % at 10 µM | actives 0.79% (n = 370,000) | Rev-erbα–FITC-DNA binding, fluorescence polarization, 90 min | P20393;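 active means activity above about 14%, limit read from the data; passing the limit was not always enough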;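 further: 0% = DMSO wells with 35 nM protein and 100% = DMSO wells with 750 nM protein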
PG9 Ab binder = PG9 antibody binding by small molecule | TR-FRET gp120-PG9 antibody binding | inhibition, % at 6.7 µM | actives 0.43% (n = 360,000); in the data active means inhibition above about 8.5%
Starred values were filed as active, the others as inactive.

Screening COc1ccccc1NC(=O)CN1CCN(C(=O)C2CCCO2)CC1 (configuration not stated) returned ASAP1 inh 7, HTRA1 inh -1, rCAG binder -1, SMARCA2 activ 6, GC-B act 3, ARFGAP1 inhibitor -4, NPR1 activator -2, mABHD4 FP -2, NR1D1 modulator 0 and PG9 Ab binder -1.2.
`O=C(CN1C(=O)c2ccccc2S1(=O)=O)NCc1ccc2c(c1)OCO2` gave ASAP1 inh -1, HTRA1 inh -3, rCAG binder 1, SMARCA2 activ -4, GC-B act -4, ARFGAP1 inhibitor -12, NPR1 activator -2, mABHD4 FP 2, NR1D1 modulator 2 and PG9 Ab binder -1.0.
`O=C(CN1CCCC1)N1CCCC(c2ccc(F)cc2)c2ccc(F)cc21` (configuration not stated) gave ASAP1 inh -3, HTRA1 inh 14, rCAG binder -5, SMARCA2 activ -1, GC-B act -2, ARFGAP1 inhibitor 5, NPR1 activator -11, mABHD4 FP 7, NR1D1 modulator 1 and PG9 Ab binder -0.5.
`CCCN(CC(=O)NC(=O)NC1CCCCC1)CC(=O)Nc1cc(Cl)ccc1Cl` gave ASAP1 inh -2, HTRA1 inh -53, rCAG binder 0, SMARCA2 activ 0, GC-B act -2, ARFGAP1 inhibitor -1, NPR1 activator -7, mABHD4 FP 18, NR1D1 modulator 4 and PG9 Ab binder -2.0.
`Cc1cccc(CC2S/C(=N/c3ccccn3)NC2=O)c1` (configuration not stated) gave ASAP1 inh -1, HTRA1 inh -13, rCAG binder 2, SMARCA2 activ 0, GC-B act 0, ARFGAP1 inhibitor 6, NPR1 activator -1, mABHD4 FP 1, NR1D1 modulator 1 and PG9 Ab binder 1.2.
`Cc1ccc(NC(=O)C2COc3ccccc3O2)cc1S(=O)(=O)N1CCCCC1` (configuration not stated) gave ASAP1 inh -4, HTRA1 inh -27, rCAG binder 1, SMARCA2 activ 0, GC-B act 1, ARFGAP1 inhibitor 3, NPR1 activator 2, mABHD4 FP -12, NR1D1 modulator 1 and PG9 Ab binder -0.6.
`CC1CCCCC1NC(=O)/C(C#N)=C/C=C/c1ccccc1[N+](=O)[O-]` (configuration not stated) gave ASAP1 inh 0, HTRA1 inh 1, rCAG binder -1, SMARCA2 activ -1, GC-B act -7, ARFGAP1 inhibitor 3, NPR1 activator 4, mABHD4 FP 6, NR1D1 modulator 0 and PG9 Ab binder 0.5.
For CC(=O)c1cccc(OCC(O)CNCC2CCCCC2)c1 (configuration not stated) the results were ASAP1 inh -2, HTRA1 inh 9, rCAG binder 1, SMARCA2 activ 2, GC-B act 6, ARFGAP1 inhibitor 12, NPR1 activator -6, mABHD4 FP 8, NR1D1 modulator 3 and PG9 Ab binder 1.4.
CCCCN(C)CCCNC(=O)c1ccc(N2CCCC2=O)cc1 was read as ASAP1 inh -2, HTRA1 inh -1, rCAG binder -5, SMARCA2 activ -5, GC-B act 0, ARFGAP1 inhibitor -11, NPR1 activator -1, mABHD4 FP 1, NR1D1 modulator 2 and PG9 Ab binder 1.1.
Screening CC(=O)N1CCN(C(=O)COC(=O)c2oc3ccccc3c2C)CC1 returned ASAP1 inh 9, HTRA1 inh -7, rCAG binder 6, SMARCA2 activ 1, GC-B act 4, ARFGAP1 inhibitor 6, NPR1 activator 2, mABHD4 FP 1, NR1D1 modulator -6 and PG9 Ab binder -0.7.
Screening CCOC(=O)CN1CC23C=CC(O2)C(C(=O)Nc2ccc(F)c(C)c2)C3C1=O (configuration not stated) returned ASAP1 inh 7, HTRA1 inh 1, rCAG binder -3, SMARCA2 activ -3, GC-B act 2, ARFGAP1 inhibitor 5, NPR1 activator 6, mABHD4 FP 0, NR1D1 modulator -4 and PG9 Ab binder 0.7.
`COc1ccc(/C=C(\NC(=O)c2ccco2)C(=O)Nc2ccc(C(C)=O)cc2)cc1` gave ASAP1 inh 0, HTRA1 inh 0, rCAG binder 3, SMARCA2 activ -3, GC-B act -7, ARFGAP1 inhibitor 4, NPR1 activator 1, mABHD4 FP -1, NR1D1 modulator -1 and PG9 Ab binder -0.2.
For COc1cccc(N2CCN(CC(=O)N3CCN(S(=O)(=O)c4ccc(Cl)cc4)CC3)CC2)c1 the results were ASAP1 inh 2, HTRA1 inh -10, rCAG binder -6, SMARCA2 activ 0, GC-B act -10, ARFGAP1 inhibitor -5, NPR1 activator -3, mABHD4 FP 3, NR1D1 modulator 2 and PG9 Ab binder -1.1.
For Cc1ccc2c(Cn3ccnc3)cc(=O)oc2c1C the results were ASAP1 inh 9, HTRA1 inh 5, rCAG binder -2, SMARCA2 activ 2, GC-B act -6, ARFGAP1 inhibitor -5, NPR1 activator -1, mABHD4 FP -4, NR1D1 modulator -1 and PG9 Ab binder 0.3.
For O=C(Nc1ccc(O)cc1)/C(=C/c1ccco1)NC(=O)c1ccccc1 the results were ASAP1 inh 4, HTRA1 inh 8, rCAG binder 5, SMARCA2 activ -5, GC-B act -6, ARFGAP1 inhibitor 14, NPR1 activator -2, mABHD4 FP 2, NR1D1 modulator -4 and PG9 Ab binder -2.1.
For Cc1ccc(CN2C(=O)CCC2C(=O)NCC2CCCO2)cc1 (configuration not stated) the results were ASAP1 inh -3, HTRA1 inh -1, rCAG binder -1, SMARCA2 activ -1, GC-B act -11, ARFGAP1 inhibitor 5, NPR1 activator 12, mABHD4 FP 4, NR1D1 modulator -1 and PG9 Ab binder 0.8.
O=C(CCn1c(=O)[nH]c2ccsc2c1=O)N1CC(=O)N(CCc2ccccc2)C(=O)C1 was read as ASAP1 inh -2, HTRA1 inh 7, rCAG binder -3, SMARCA2 activ 2, GC-B act 0, ARFGAP1 inhibitor 8, NPR1 activator -1, mABHD4 FP 0, NR1D1 modulator -6 and PG9 Ab binder 0.2.
Screening CC(C)(C)n1nc2c(c1NC(=O)Cc1ccc([N+](=O)[O-])cc1)CS(=O)(=O)C2 returned ASAP1 inh 8, HTRA1 inh 2, rCAG binder -3, SMARCA2 activ 0, GC-B act 1, ARFGAP1 inhibitor 6, NPR1 activator -1, mABHD4 FP 4, NR1D1 modulator 1 and PG9 Ab binder -1.9.
CC(C)OC(=O)CSc1nnc(COc2ccc([N+](=O)[O-])cc2)n1C was read as ASAP1 inh -4, HTRA1 inh 2, rCAG binder -10, SMARCA2 activ -1, GC-B act -5, ARFGAP1 inhibitor -9, NPR1 activator -4, mABHD4 FP 3, NR1D1 modulator -6 and PG9 Ab binder -1.5.
`COc1ccc(CCNS(=O)(=O)CCNC(=O)c2ccc(OC)cc2)cc1` gave ASAP1 inh -1, HTRA1 inh -2, rCAG binder -7, SMARCA2 activ -1, GC-B act 6, ARFGAP1 inhibitor 9, NPR1 activator 3, mABHD4 FP 0, NR1D1 modulator -4 and PG9 Ab binder 0.3.
N#C/C(=C\c1ccccc1OCc1ccc(C(=O)O)cc1)C(=O)Nc1ccc(O)cc1 was read as ASAP1 inh 16, HTRA1 inh 0, rCAG binder 44*, SMARCA2 activ 0, GC-B act -2, ARFGAP1 inhibitor -4, NPR1 activator -1, mABHD4 FP 6, NR1D1 modulator 1 and PG9 Ab binder 0.8.
For COc1ccc(C2=Nn3c(nnc3-c3ccccc3OC)SC2)cc1OCC1CC1 the results were ASAP1 inh 6, HTRA1 inh -3, rCAG binder -3, SMARCA2 activ 5, GC-B act 2, ARFGAP1 inhibitor -3, NPR1 activator 8, mABHD4 FP 4, NR1D1 modulator -5 and PG9 Ab binder 0.1.
Cc1ccc(-c2nnn(Cc3nc(N)nc(N4CCOCC4)n3)n2)cc1 was read as ASAP1 inh 4, HTRA1 inh 1, rCAG binder -4, SMARCA2 activ 0, GC-B act 0, ARFGAP1 inhibitor 3, NPR1 activator 4, mABHD4 FP 4, NR1D1 modulator 3 and PG9 Ab binder -0.2.
`CNS(=O)(=O)c1cccc(C(=O)OCC(=O)N2c3ccccc3NC(=O)C2(C)C)c1` gave ASAP1 inh 17, HTRA1 inh 7, rCAG binder 10, SMARCA2 activ -3, GC-B act 3, ARFGAP1 inhibitor -13, NPR1 activator -2, mABHD4 FP -2, NR1D1 modulator -12 and PG9 Ab binder 2.7.
Screening O=C(CCSc1ccccc1)NNC(=O)c1ccccc1F returned ASAP1 inh -7, HTRA1 inh 5, rCAG binder 2, SMARCA2 activ -1, GC-B act 1, ARFGAP1 inhibitor 1, NPR1 activator 2, mABHD4 FP 6, NR1D1 modulator -4 and PG9 Ab binder -0.5.
Screening COc1ccc(-c2csc(C(O)c3ccc(F)c(F)c3)n2)cc1 (configuration not stated) returned ASAP1 inh 12, rCAG binder -2, SMARCA2 activ -4, GC-B act -2, ARFGAP1 inhibitor 3, NPR1 activator 1, mABHD4 FP -22, NR1D1 modulator -6 and PG9 Ab binder 0.8.
Screening Cc1nc2c(C(=O)NCCC3=CCCCC3)c[nH]n2c(=O)c1Cl returned ASAP1 inh 8, HTRA1 inh -11, rCAG binder 71*, SMARCA2 activ 0, GC-B act 0, ARFGAP1 inhibitor -13, NPR1 activator 3, mABHD4 FP -31, NR1D1 modulator -6 and PG9 Ab binder -2.7.
O=C(Nc1ccc(Cl)cc1Cl)O[C@@H]1CC[C@@]23CCCN2C(=O)CCC[C@H]3C1 was read as GC-B act 1, NPR1 activator -3, mABHD4 FP 1 and NR1D1 modulator 3.

Ordered by length of the SMILES (ascending): part of the list above.
Screening O=C(CCSc1ccccc1)NNC(=O)c1ccccc1F returned ASAP1 inh -7, HTRA1 inh 5, rCAG binder 2, SMARCA2 activ -1, GC-B act 1, ARFGAP1 inhibitor 1, NPR1 activator 2, mABHD4 FP 6, NR1D1 modulator -4 and PG9 Ab binder -0.5.
Screening COc1ccc(-c2csc(C(O)c3ccc(F)c(F)c3)n2)cc1 (configuration not stated) returned ASAP1 inh 12, rCAG binder -2, SMARCA2 activ -4, GC-B act -2, ARFGAP1 inhibitor 3, NPR1 activator 1, mABHD4 FP -22, NR1D1 modulator -6 and PG9 Ab binder 0.8.
Cc1ccc(-c2nnn(Cc3nc(N)nc(N4CCOCC4)n3)n2)cc1 was read as ASAP1 inh 4, HTRA1 inh 1, rCAG binder -4, SMARCA2 activ 0, GC-B act 0, ARFGAP1 inhibitor 3, NPR1 activator 4, mABHD4 FP 4, NR1D1 modulator 3 and PG9 Ab binder -0.2.
`CNS(=O)(=O)c1cccc(C(=O)OCC(=O)N2c3ccccc3NC(=O)C2(C)C)c1` gave ASAP1 inh 17, HTRA1 inh 7, rCAG binder 10, SMARCA2 activ -3, GC-B act 3, ARFGAP1 inhibitor -13, NPR1 activator -2, mABHD4 FP -2, NR1D1 modulator -12 and PG9 Ab binder 2.7.
O=C(Nc1ccc(Cl)cc1Cl)O[C@@H]1CC[C@@]23CCCN2C(=O)CCC[C@H]3C1 was read as GC-B act 1, NPR1 activator -3, mABHD4 FP 1 and NR1D1 modulator 3.
